Compound activity as filed in PubChem BioAssay.
PV pol inh: poliovirus RdRp elongation inhibitors, primary screen, biochemical, fluorescence polarization, total intensity. poliovirus polymerase elongation; stronger effect = lower value. % elongation, % (compound at 16.7 µg/mL). actives 0.66% (n = 150,000); in the data active = % elongation below about 90%; note: some results filed as inactive read as strong as hits
Target sequence (P03300 1749-2209 limits assumed): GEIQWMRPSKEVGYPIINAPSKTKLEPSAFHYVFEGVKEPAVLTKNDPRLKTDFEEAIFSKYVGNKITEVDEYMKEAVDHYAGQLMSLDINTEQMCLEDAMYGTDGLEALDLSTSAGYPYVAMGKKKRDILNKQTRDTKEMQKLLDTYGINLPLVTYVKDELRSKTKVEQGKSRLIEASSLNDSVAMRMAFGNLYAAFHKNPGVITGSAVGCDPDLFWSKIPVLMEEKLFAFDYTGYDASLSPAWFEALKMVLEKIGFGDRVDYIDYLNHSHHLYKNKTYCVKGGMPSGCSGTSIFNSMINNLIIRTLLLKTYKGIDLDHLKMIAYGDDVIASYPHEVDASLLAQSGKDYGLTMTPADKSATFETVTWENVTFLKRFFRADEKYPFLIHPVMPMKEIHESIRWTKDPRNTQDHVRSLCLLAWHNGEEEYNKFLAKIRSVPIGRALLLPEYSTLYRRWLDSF
PV pol inh FP z-score: also measured in PV pol inh; calls as there; z-score; measured here: FP z-score; hits read low
* marks the source's active call; other numbers are inactive results; & = joins results of further samples. An excerpt; rates above refer to the full screens.

smiles,PV pol inh,PV pol inh FP z-score
C=CCN1C(=O)/C(=c2\sc3nc(-c4ccccc4)nn3c2=O)c2ccccc21,102.0,0.1
C/C(=N\O)C(=O)C(CN1CCCCC1)CN1CCCCC1,100.0,-0.5
CC(=O)O/N=C(\N)Cc1csc2ccc(Cl)cc12,99.0,-0.6
CCCCn1c(O)c(N=NC(=O)CNc2ccc(OC)cc2)c2ccccc21,104.0,0
C[C@H]1CCC/C=C/C2C[C@H](O)C[C@H]2[C@H](O)/C=C/C(=O)O1 (some centres not stated),100.0&99.0,-0.6&-0.2
N#C/C(=C(/O)CSc1ccccc1C(=O)O)c1nc2ccccc2s1,105.0,0.3
O=C(Cn1nnc2ccccc2c1=O)NCCOc1nnnn1-c1cccs1,100.0,-1.1
CCOc1cc(/C=C2/SC(=S)N(C)C2=O)cc(Br)c1O,80.0,-5.4

(list continues)
smiles,PV pol inh,PV pol inh FP z-score
Cc1cccc(N2CCN(Cc3cc(=O)oc4cc(C)ccc34)CC2C)c1 (configuration not stated),110.0,0.4
N#CCCC(=O)c1ccccc1,98.0,-0.6
O=C(CSc1nc2cc(Cl)ccc2s1)Nc1ccccc1Cl,105.0,1.3
CCc1ccc(NC(=O)C2CCN(c3ncccn3)CC2)cc1,103.0,0.3
COCCn1cc(C(=O)NCCCOC(C)C)c2c3ccccc3n(C)c2c1=O,106.0,0.2
CC(NC(=O)c1cccs1)C(C)(C)C (configuration not stated),100.0,-0.3
O=C(NCCO)c1ccc(N2C(=O)c3ccccc3C2=O)cc1,101.0,-0.1
COc1ccc(Cn2ccc3nc(C)c(C(=O)N4CCN(C)CC4)cc3c2=O)cc1,101.0,0.2

(cont.)
smiles,PV pol inh,PV pol inh FP z-score
Cc1ccc(NC(=O)C2CCCN(S(=O)(=O)c3cccc4nsnc34)C2)c(C)c1 (configuration not stated),109.0,0.5
COc1ccc(C)cc1NC(=O)c1oc2ccc(S(=O)(=O)N3CCC4(CC3)OCCO4)cc2c1C,108.0,-0.5
CCOC(=O)NN1C(=O)c2ccccc2NC1c1ccc(OC)cc1 (configuration not stated),101.0,-0.1
CC(CN1CCCCC1)OC(=O)c1ccco1 (configuration not stated),103.0,0
CC(=O)Nc1c(O)c2ccccc2[nH]c1=O,103.0,0.3
COC(=O)c1sc(SC)c(-c2ccon2)c1C,105.0,0.1
N#CC(C#N)C(c1ccccc1)c1c(O)[nH]c(=S)[nH]c1=O (configuration not stated),98.0,-0.5
Cc1ccc(NC(=O)CC(C)S(=O)(=O)c2ccc3c(c2)NC(=O)CO3)cc1Cl (configuration not stated),106.0,-0.1

Going on with the list.
smiles,PV pol inh,PV pol inh FP z-score
COc1ccc(Nc2c(-c3cccc(O)c3)nc3cnccn23)cc1,107.0,0.8
Cc1ccccc1-c1nnc(CN2CCc3ccccc32)o1,103.0,0.3
O=C(NCCc1ccc(S(=O)(=O)N2CCCC2)cc1)c1cccs1,102.0,-0.1
CCC1NC(=O)c2cc(S(N)(=O)=O)c(Cl)cc2N1 (configuration not stated),100.0,0.1
CC(Sc1nc(N)cc(=O)[nH]1)C(=O)Nc1cccc(Cl)c1 (configuration not stated),98.0,-1.1
Cc1cc(C)c2c(-n3cccc3)c(C(=O)NCCCN3CCCCC3C)sc2n1 (configuration not stated),109.0,0.3
CCOc1ccc(Nc2oc(Cc3ccccc3)nc2C#N)cc1,100.0,0.1
O=C(NC1CCN(CC(=O)N2CCOCC2)CC1)C1CCCCC1,104.0,0.5

Later entries
smiles,PV pol inh,PV pol inh FP z-score
O=C1CSC(c2ccccc2)N1Cc1ccccc1 (configuration not stated),105.0,0.7
Cc1ccccc1OCC(O)CN1C(=O)N(CN2C(=O)N(CC(O)COc3ccccc3C)C(=O)C2(C)C)C(C)(C)C1=O (configuration not stated),102.0,0.1
CC1CC(C)CN(S(=O)(=O)N2CCCC(C(=O)NC3CCCC(C)C3C)C2)C1 (configuration not stated),100.0,-1
Cc1ccc(NC(=O)CSc2nnc3scc(-c4ccc(Cl)cc4)n23)cc1,105.0,0.1
O=C(NCC(c1ccc2c(c1)OCO2)N1CCN(c2ccccc2)CC1)c1ccccc1 (configuration not stated),108.0,0.2
Cc1cc(C)c(NC(=O)Cn2cc(S(=O)(=O)Cc3ccccc3F)c3ccccc32)c(C)c1,104.0,-0.4
CN1C(=O)CCN(C=O)c2ccccc21,103.0,0
C=CCN1C(=O)/C(=C/c2cn(C(C)CC)c3ccccc23)C(=O)NC1=S (configuration not stated),60.0,-9.6

(further entries)
smiles,PV pol inh,PV pol inh FP z-score
Cc1ccc(OCCN2CCN(c3ncnc4scc(-c5ccccc5)c34)CC2)cc1,102.0,0
O=C1NC(=S)S/C1=C/c1cccnc1,103.0,0
O=C(Cn1c2c(c(-c3ccccc3Cl)cc1=O)CCC2)NCc1cccs1,103.0,0.9
CCN1C(=O)c2ccc(C(=O)Nc3ccc(O)cc3C)cc2C1=O,100.0,-0.3
CCCOc1ccc(CNC(=O)C2CCN(c3nc4ccccc4nc3C(F)(F)F)CC2)cc1,105.0,-0.3
COc1ccc(NS(=O)(=O)c2ccc3c(c2)C(C(C)C)C(=O)N3)cc1 (configuration not stated),99.0,-1.4
CC(C)(C)c1ccc(Cn2c(=N)n(CC(=O)O)c3ccccc32)cc1,100.0,-0.5
O=C(Nc1cccc(F)c1)NC1(C(=O)NCc2ccco2)CCCCC1,100.0,-0.6

The listing continues.
smiles,PV pol inh,PV pol inh FP z-score
Cc1csc(N/N=C\CCc2ccccc2)n1,101.0,-0.4
CCCN(CCC)C(=O)c1c[nH]c2ccc(S(=O)(=O)Nc3cc(C)cc(C)c3)cc2c1=O,103.0,-1.8
Cc1ccc(S(=O)(=O)N2CC3C=CC2C3)cc1 (configuration not stated),101.0,-0.4
COC(=O)CN1C(=O)S/C(=C/c2cc(C)n(C)c2C)C1=O,96.0,-1.8
COC(CNC(=O)c1ccc2c(Cl)c3c(nc2c1)CCCC3)OC,100.0,-1.3
CC1(C)OC(C)(C)/C(=C/c2ccc3cccnc3c2)C1=O,108.0,0.7
CCOc1cc(C2Sc3ccccc3NC3=C2C(=O)c2ccccc23)ccc1O (configuration not stated),106.0,0.4
Cc1cc(C(=O)CONC(=O)C23CC4CC(CC(C4)C2)C3)c(C)n1C,105.0,0.6

Next part
smiles,PV pol inh,PV pol inh FP z-score
CSc1nc(NCCO)c(C#N)c(-c2ccc(C(C)(C)C)cc2)n1,102.0,0
N#Cc1cnn(C(=O)c2cccc(S(=O)(=O)Nc3ccc(Cl)cc3)c2)c1N,105.0,0.4
CC1CC(C)CN(C(=O)COC(=O)c2ccc(O)cc2)C1 (configuration not stated),103.0,0.1
O=C1CN=C(Nc2ccccc2)N1c1ccccc1,99.0,-0.3
O=c1c2ccccc2nc(SCc2ccccc2)n1Cc1ccco1,103.0,0.4
O=C1CCc2cc(S(=O)(=O)N3CCN(c4cccc(Cl)c4)CC3)cc3c2N1CCC3,106.0,1.3
Fc1ccccc1Cn1c(C2CC2)nc2ccccc21,103.0,0.4
Cc1ccc(N2C(=O)/C(=C/c3cc(Br)c(N4CCOCC4)o3)C(=O)NC2=S)c(C)c1,113.0,3.9

Next entries follow:
smiles,PV pol inh,PV pol inh FP z-score
O=C(CN1CC(c2ccccc2)CC1=O)Nc1ccccc1 (configuration not stated),103.0,0.4
CCOC(=O)c1noc2nc(C)n(Cc3cccc([N+](=O)[O-])c3)c(=O)c12,109.0,0.5
CCOC(=O)c1c(C)oc2c1c(C=NCCO)c(O)c1ccccc12,89.0,-1.9
COc1ccc(C2CC(=O)C3=C(C2)NC(=O)CC3c2ccc3c(c2)OCO3)cc1 (configuration not stated),101.0,0.1
O=C(Cc1cccs1)NC1CC(=O)N(c2ccc(Cl)cc2)C1 (configuration not stated),107.0,0
CCc1ccc(NC(=O)CCS(=O)(=O)c2ccc3c(c2)CCN3C(C)=O)cc1,99.0,-0.5
CCCC(=O)Nc1cccc(-c2cn3c(C)csc3n2)c1,107.0,-0.2
CN(C)C=Nc1c(C#N)c2n(c1C(=O)c1ccc(Br)cc1)CCC2,101.0,0.4

New compounds follow.
smiles,PV pol inh,PV pol inh FP z-score
Cc1ccc(C(=O)Nc2ccc(-c3nnc(-c4ccco4)o3)cc2)cc1C,100.0,-0.1
Cc1ccc(Cn2c(=O)n(Cc3ccc(Cl)cc3)c(=O)c3cccnc32)cc1,106.0,0.4
O=c1cc(C(F)(F)F)[nH]n1-c1ccccc1,100.0,0.1
CC1Cc2ccccc2N1S(=O)(=O)c1ccccc1 (configuration not stated),104.0,2.3
CC(C)(C)c1ccc(OCC(=O)Nc2ccc(S(=O)(=O)Nc3ncccn3)cc2)cc1,97.0,-0.8
CC(C(=O)NCc1cccnc1)N1Cc2ccccc2C1=O (configuration not stated),100.0,-0.5
O=C(Nc1ccc(OC(F)(F)F)cc1)C1CCN(S(=O)(=O)c2ccc3[nH]c(=O)ccc3c2)CC1,102.0,-1.3
Cc1ccc(S(=O)(=O)NCCSc2nnnn2-c2ccc(Cl)c(C(=O)O)c2)cc1,103.0,-0.2

Full records as entered above. Order of screens: PV pol inh | PV pol inh FP z-score
O=c1cc(C(F)(F)F)[nH]n1-c1ccccc1 across the screens: 100.0 | 0.1
CC(C(=O)NCc1cccnc1)N1Cc2ccccc2C1=O (configuration not stated) across the screens: 100.0 | -0.5
CC1Cc2ccccc2N1S(=O)(=O)c1ccccc1 (configuration not stated) across the screens: 104.0 | 2.3
Cc1ccc(S(=O)(=O)NCCSc2nnnn2-c2ccc(Cl)c(C(=O)O)c2)cc1 across the screens: 103.0 | -0.2
O=C(Nc1ccc(OC(F)(F)F)cc1)C1CCN(S(=O)(=O)c2ccc3[nH]c(=O)ccc3c2)CC1 across the screens: 102.0 | -1.3

Carrying on:
smiles,PV pol inh,PV pol inh FP z-score
Cc1ccc(OCC(=O)Nc2ccccc2C(=O)OCc2cc(=O)n3ccsc3n2)cc1,95.0,-2.8
COc1ccc2ncc(S(=O)(=O)c3ccccc3)c(N3CCC(C(N)=O)CC3)c2c1,102.0,-0.6
O=C(NCc1ccccc1)c1cccnc1N1CCOCC1,102.0,0.8
Oc1cccc(N=Cc2c[nH]c3ccccc23)c1,107.0,1.6
N#Cc1sc2nc(-c3ccncc3)ccc2c1N,87.0,-1.4
Cc1ccc(C(=O)Nc2nnc(S(=O)(=O)N(C)Cc3ccc(Cl)cc3)s2)cc1,110.0,0.7
C[C@H](N=C1NS(=O)(=O)c2ccccc21)C(=O)OCc1cn2ccccc2n1,102.0,-0.3
Cc1nc2nc(SCC(=O)NCCc3ccc(Cl)cc3)nn2c(C)c1Cc1ccccc1Cl,109.0,0

(cont.)
smiles,PV pol inh,PV pol inh FP z-score
CNS(=O)(=O)c1ccc(NC(=O)C2CC3C=CC2C3)cc1 (configuration not stated),99.0,-0.3
Cc1nnc2c(N3CCCC3)nc3ccc(C(=O)c4ccccc4)cc3n12,103.0,0.1
CSCCNC(=O)c1ccccc1N,102.0,0.2
Cc1ccc(C2=Nc3ccccc3NC(c3ccncc3)=N2)cc1,99.0,-2.3
Cc1ccc(-c2cc(C(=O)NCc3cn(C)nc3C)c3cc(Br)ccc3n2)cc1,102.0,0
COc1ccc(CN2COc3ccc4c(-c5ccccc5)cc(=O)oc4c3C2)cc1OC,104.0,-0.6
Fc1nc(Nc2ccccc2)c2c(c1Cl)Oc1ccccc1O2,103.0,0.4
COC(=O)c1cc2oc(C)cc2n1Cc1ccc(C)cc1,109.0,0.2

(further entries)
smiles,PV pol inh,PV pol inh FP z-score
O=C(Cc1cccc2ccccc12)Nc1ccc(CCC(=O)N2CCCC2)cc1,109.0,0.8
CC1CC(C)CN(C(=O)c2cc3ccccc3oc2=O)C1 (configuration not stated),103.0,0
CCOC(=O)C1=C(Cn2ncc(Cl)c(Cl)c2=O)NC(=O)NC1C (configuration not stated),91.0,-1
O=C(Cn1ncc2c3ccccc3n(Cc3ccccc3F)c2c1=O)NC1CCCCCC1,107.0,-0.2
CC(C)c1ccc(S(=O)(=O)N2CCN(S(=O)(=O)c3ccc(C(C)C)cc3)C(C)C2)cc1 (configuration not stated),101.0,-0.1
COc1ccccc1OCC(=O)NCC1(N2CCOCC2)CCCCC1,103.0,-0.9
CCOc1cccc(CC(=O)N2CCc3c([nH]c4ccccc34)C2c2ccc(C)cc2)c1OCC (configuration not stated),102.0,-1.2
CC(=O)N1CCCc2cc(S(=O)(=O)N3CCC(C(=O)NCCC(C)C)CC3)ccc21,108.0,0.3

New compounds follow:
smiles,PV pol inh,PV pol inh FP z-score
COC(CNC(=O)c1ccc(CS(=O)c2ccccc2)o1)OC (configuration not stated),105.0,1.1
CCC(=O)N1c2ccccc2CC1C(=O)NCCCN1CCN(c2ccccc2)CC1 (configuration not stated),100.0,-1.5
CCOc1ccc2nc(NC(=O)c3cccc(OC)c3)sc2c1,98.0,-0.2
CC(NC(=O)CSc1nc(-c2cccc(Cl)c2)nc2cc(=O)[nH]n12)c1nc2ccccc2n1C (configuration not stated),103.0,-0.8
Cc1cccc(S(=O)(=O)c2cn(Cc3ccc(F)cc3)c3cc(N4CCCCC4)c(F)cc3c2=O)c1,113.0,1.4
CC1CCC(C(C)C)C(OC(=O)CSc2cccc[n+]2[O-])C1 (configuration not stated),103.0,0.4
CCOc1ccc(NC(=O)C2CCCN(c3nnc(-n4c(C)ccc4C)s3)C2)cc1 (configuration not stated),105.0,-0.8
COc1ccc(/C=N/n2cn[nH]c2=S)cc1,105.0,0.7

Going on with the list:
smiles,PV pol inh,PV pol inh FP z-score
COc1cccc(CNC(C)C(=O)Nc2ccc(S(N)(=O)=O)cc2)c1 (configuration not stated),105.0,0.2
O=C(/C=C/c1ccccc1)NCc1nc2ccccc2[nH]1,102.0,0.1
CCOc1ccccc1C(=O)NCC(c1ccc(N(C)C)cc1)N1CCCC1 (configuration not stated),108.0,0.4
COc1ccc(C)cc1C(=O)CCC(=O)NC1CCCCC1,107.0,0.7
Cc1cccc(Cn2c(C)c(C)c3cc(C(=O)NCc4ccc(C)o4)ccc32)c1,112.0,1.2
O=C(NCc1ccc2c(c1)OCO2)Nc1ccc2ccccc2c1,101.0,-0.1
